# TNAP activators: human TNAP enzyme activators, primary screen, biochemical, luminescent, no phosphate acceptor, uHTS (AID 1001); Alkaline phosphatase, tissue-nonspecific isozyme (Homo sapiens); 0.03% of 200,000 active; activation fold at 20 µM, or EC50 in µM where a hit was titrated; purified TNAP, luminescent activation assay, no phosphate acceptor; higher activation fold means a stronger effect; in the data active = activation fold from about 3, or a potency from the dose series; inactive = the rest, 99 in 100 with activation fold below about 1.6; note: many of its hits are not listed in these tables
# KOR beta-arrestin-1: KOR agonists, beta-arrestin recruitment, primary screen, cell-based, luminescence, uHTS (AID 1777). Kappa-type opioid receptor (Homo sapiens). KOR beta-arrestin recruitment, luminescence; higher % means a stronger effect. activation, % at 10 µM; hits with a dose series show EC50 in µM. 0.02% of 280,000 active; in the data active = activation above about 50%, passing the limit was not always enough; note: a part of the inactive calls stands beside numbers as strong as those of hits
# NOD1 NF-kB reporter: NOD1 signaling inhibitors, primary screen, cell-based, luminescence, uHTS (AID 1578); one-dose inhibition, % at 4 µM; EC50 in µM for titrated hits; 1% of 290,000 active; NOD1-driven NF-kB luciferase reporter cells, luminescence; higher % means a stronger effect; in the data active = inhibition mostly above about 36%, no sharp cut-off; inactive = mostly below about 34%;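 note: HEK-293T reporter cells stimulated with the NOD1 agonist gamma-tri-DAP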
# Yfh1-off respiration: enhancers of respiration in Yfh1-depleted yeast, dose response, Friedreich's ataxia, plus single-dose screen (AID 1465); fold induction at 50 µM; hits with a dose series show EC50 in µM; 0.074% of 220,000 active; S. cerevisiae Yfh1-off respiration, WST-1 reduction, 72 h; higher fold induction means a stronger effect;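 active = fold induction of absorbance versus untreated yeast above a set limit, then at least 30% activation at any dose in follow-up; inconclusive = repeats straddling the limit, or above it without dose testing; inactive = fold induction below the set limit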;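 note: activators that raise dye reduction in frataxin-depleted yeast; strong numbers were not always called active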
# NTR1 agonist: agonists of NTR1, primary screen, imaging, U2OS cells, beta-arrestin-GFP, high content (AID 493036). NTR1-U2OS beta-arrestin-GFP spot imaging, agonist mode. activation, % at 20 µM. 0.17% of 330,000 active;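 active = activation at or above 40% of the spot to cytoplasm intensity ratio, with at least 20 cells analyzed; inconclusive = wells under 20 cells, flagged as cytotoxic or low count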;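 note: 0% = DMSO without peptide and 100% = 100 nM NTR1 peptide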
# Target sequence (P30989 whole entry, looked up): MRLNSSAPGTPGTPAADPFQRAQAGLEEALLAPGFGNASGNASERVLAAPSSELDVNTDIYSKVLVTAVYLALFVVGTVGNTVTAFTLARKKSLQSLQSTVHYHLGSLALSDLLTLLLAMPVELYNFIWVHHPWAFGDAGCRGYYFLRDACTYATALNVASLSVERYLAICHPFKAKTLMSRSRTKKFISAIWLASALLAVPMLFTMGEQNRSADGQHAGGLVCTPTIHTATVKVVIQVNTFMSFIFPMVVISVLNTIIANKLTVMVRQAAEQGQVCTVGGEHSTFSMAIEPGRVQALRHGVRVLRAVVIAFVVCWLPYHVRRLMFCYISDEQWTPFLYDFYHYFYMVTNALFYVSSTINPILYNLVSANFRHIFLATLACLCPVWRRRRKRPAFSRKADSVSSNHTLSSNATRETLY
# ER stress rescue: rescue of cells from ER stress-induced death, primary screen, 384-well, CSM14.1, thapsigargin, ATP luminescence (AID 1222); CSM14.1 thapsigargin-induced death rescue, ATP luminescence; higher % means a stronger effect; cellular ATP content (survival), % at 20 µM; hits with a dose series show EC50 in µM; 190,000 tested, under 10 active;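 active = EC50 below 50 µM in the dose-response confirmation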;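 note: death triggered by thapsigargin at about 15 µM added after 2 h compound pretreatment; cell ATP read after overnight thapsigargin exposure of roughly 18 to 22 hours; normalized against plate controls of thapsigargin alone and 5% DMSO vehicle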
# GPR55 activation: GPR55 agonists via beta-arrestin recruitment, primary screen, imaging, U2OS cells, beta-arrestin-GFP redistribution (AID 1961); activation, % at 10 µM; hits with a dose series show EC50 in µM; G-protein coupled receptor 55 (Homo sapiens); 0.048% of 290,000 active; U2OS GPR55 beta-arrestin-GFP redistribution imaging; higher % means a stronger effect;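 active = activation above 40% with more than 50 cells counted in the well; inconclusive = wells holding fewer than 50 cells, flagged as toxic or sparse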;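 note: U2OS osteosarcoma cells stably expressing GPR55 and beta-arrestin-GFP; plate controls were DMSO negative control for no effect and LPI positive control for full effect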
# HEK293 NOD2/NF-kB: NOD2 signaling inhibitors, cell-based, luminescence, uHTS, HEK293 (AID 1566); inhibition, % at 4 µM, or EC50 in µM where a hit was titrated; 0.63% of 290,000 active; HEK293 NOD2/NF-kB luciferase reporter, luminescence; higher % means a stronger effect; note: many of its hits are not listed in these tables
# KOR beta-arrestin-2: KOR antagonists, beta-arrestin recruitment, cell-based, luminescence, uHTS (AID 1778); Kappa-type opioid receptor (Homo sapiens); KOR beta-arrestin recruitment, luminescence, antagonist mode; higher % means a stronger effect; one-dose inhibition, % at 10 µM; IC50 in µM for titrated hits; 0.091% of 290,000 active; note: strong numbers were not always called active
# NTR1 agonist cell count 20 µM: recorded beside NTR1 agonist, whose call it bears; cell count; measured here: cell count, cytotoxicity flag
# The depositor's hits bear a star; i = inactive; ? = inconclusive; . = no result given; & = joins results of further samples; [ ] = another dose, or the depositor's remark. Cut-off read from the data, not from the text of the source, unless noted: active = inhibition above about 50%; inactive = the rest. Not all compounds are listed; count on the stated rates, not on these rows.
SMILES,TNAP activators,KOR beta-arrestin-1,NOD1 NF-kB reporter,Yfh1-off respiration,NTR1 agonist,NTR1 agonist cell count 20 µM,ER stress rescue,GPR55 activation,HEK293 NOD2/NF-kB,KOR beta-arrestin-2
O=S(=O)(c1ccccc1)N(Cc1cccc(F)c1)c1ccccc1,.,1.4%,-4%,.,1.7,64,.,-0.1%,0%,-14%[20 µM]
COc1ccc(-c2noc(CNS(=O)(=O)c3ccc(NC(C)=O)cc3)n2)cc1,.,-1.4%,-2%,.,0.4,61,.,-0.1%,11%,-34%
CSc1nc(Cl)c(Cc2ccc(OCC(C)C)cc2)c(N2CCOCC2)n1,1,-0.6%,16%,i,3.4,100,-2.0%,0.0%,-4%,-32%
Oc1ccc(Cl)cc1C=Nc1ccc2c3c(cccc13)CC2,1,1.8%,39%,i,3.0,61,0.4%,-0.3%,6%,-36%
NC(=O)c1ccc(NC(=O)C2CCCC2)cc1,.,3.1%,21%,.,0.0,67,.,-0.1%,-15%,-12%[20 µM]
NNC(=O)c1cc2ccccc2cc1NS(=O)(=O)c1ccccc1,.,-1.9%,-9%,.,0.2,66,.,0.0%,18%,-29%[20 µM]
O=C(NNc1c2ccccc2nc2ccccc12)c1ccccc1Cl,.,-4.2%,-1%,.,8.7,44,.,-0.3%,21%,-21%[20 µM]
Cc1nn(-c2ccccc2)c(Cl)c1/C=C1\SC(=S)N(C)C1=O,0.9,4.7%,-14%,i,6.2,29,-0.5%,-0.2%,-8%,-11%
CC(=O)N1CCN(C(=O)Nc2cccc(C(F)(F)F)c2)CC1,1.1,15%,6%,i,0.5,50,-1.2%,0.2%,3%,-9%
O=[N+]([O-])c1ccc(NC(=S)N2CCc3ccccc32)cc1,.,-2.2%,-25%,.,1.4,62,.,-0.1%,11%,7%
O=C(CSc1ccc(-c2ccc(F)cc2)nn1)NCc1ccco1,1.1,1.9%,-10%,i,-1.5,62,-1.7%,-0.4%,8%,20%
Cc1ccc(C)c(NC(=O)CSc2nc3ccc(N4C(=O)c5ccccc5C4=O)cc3s2)c1,1,9.0%,-24%,i,0.6,57,1.5%,-0.2%,6%,18%
O=C1C2C3CCC(C3)C2C(=O)N1Cc1ccco1 (stereo not drawn),1,-0.5%,-20%,i,-0.2,65,-1.9%,0.1%,10%,.
O=C(COC(=O)c1c2c(nc3ccccc13)/C(=C/c1cccc([N+](=O)[O-])c1)CCC2)NC1CCS(=O)(=O)C1 (stereo not drawn),1.2,2.5%,-44%,i,-0.4,45,-1.2%,?,1%,48%
CCCc1cc(C(=O)Nc2sc(C)c(C)c2C(=O)OCC)no1,1.1,-1.7%,-21%,i,9.5,61,-2.5%,0.3%,-7%,8%
CCOC(=O)c1ccccc1NC(=O)CN1C(=O)c2ccccc2S1(=O)=O,1.1,3.8%,-18%,i,-0.3,54,-2.4%,-0.1%,-9%,39%
COCCn1c(C)cc(C(=O)COC(=O)c2ccc(Br)o2)c1C,1.1,-3.4%,-30%,i,1.0,31,-0.9%,-0.6%,5%,-11%
O=C(/C(=C/c1ccccc1)c1ccccc1)N1CCCCC1,1.1,13%,5%,i,-0.3,33,11%,0.0%,4%,-2%
Cc1c(CC(C)C)nc(N)c(C#N)c1-c1ccccc1,1,-2.0%,3%,i,3.5,42,4.3%,0.3%,-5%,10%
CCOc1ccc(S(=O)(=O)N/N=C(\C)c2ccc3c(c2)OCO3)cc1,.,0.5%,-13%,.,-0.1,58,.,-0.1%,16%,-12%
O=C(Cn1nnc2ccccc21)OCC(=O)c1ccc(Cl)c(Cl)c1,1,-1.4%,19%,i,-0.5,51,-1.1%,-0.4%,13%,-24%
COc1ccc2nc(SCC(=O)N3CCNC3=O)[nH]c2c1,1.1,-1.2%,-50%,i,1.2,87,-0.2%,-0.1%,-44%,-1%
COc1cc(/C=C2/SC(=S)N(CCC(=O)Nc3ccc(C(=O)O)cc3)C2=O)cc(OC)c1OC,.,0.2%,-19%,.,1.4,63,.,0.3%,6%,-22%
Cc1nc(N2CCN(Cc3nc4ccccc4[nH]3)CC2)c2oc3ccccc3c2n1,1,-1.4%,5%,i,2.9,37,-1.1%,-0.4%,7%,9%
Nc1nc(NC(=O)/C=C\C(=O)O)nn1-c1ccccc1,1.1,-0.4%,-12%,i,4.5,28,-0.2%,0.1%,4%,-10%
CCC(C)C(=O)Nn1c(C2CC2)nc2cc(OC)c(OC)cc2c1=O (stereo not drawn),1.1,-4.5%,-26%,i,-1.0,62,0.1%,0.6%,18%,8%
COc1ccc(N2CCN(c3ncccn3)CC2)cc1,1.1,-4.6%,-25%,i,0.9,46,0.8%,-0.1%,-9%,45%
CC(Sc1ccc(Cl)cc1)C(=O)Nc1ccccc1-c1ccccc1 (stereo not drawn),1.2,6.2%,33%,i,.,.,-0.4%,2.1%,-74%,7%
COc1ccccc1NS(=O)(=O)c1ccc(Cl)c(NC(=S)NC(=O)C2CCCC2)c1,1.1,9.9%,1%,i,8.0,57,12%,1.5%,-1%,22%
COc1cc(C)c(C(=O)Oc2cc(C)c(C(=O)O)c(O)c2)c(O)c1,.,-0.9%,1%,i,1.7,77,.,0.0%,-7%,14%

# A draw from above in order of length of the SMILES, rising.
SMILES,TNAP activators,KOR beta-arrestin-1,NOD1 NF-kB reporter,Yfh1-off respiration,NTR1 agonist,NTR1 agonist cell count 20 µM,ER stress rescue,GPR55 activation,HEK293 NOD2/NF-kB,KOR beta-arrestin-2
Nc1nc(NC(=O)/C=C\C(=O)O)nn1-c1ccccc1,1.1,-0.4%,-12%,i,4.5,28,-0.2%,0.1%,4%,-10%
COc1ccccc1NS(=O)(=O)c1ccc(Cl)c(NC(=S)NC(=O)C2CCCC2)c1,1.1,9.9%,1%,i,8.0,57,12%,1.5%,-1%,22%
COc1cc(/C=C2/SC(=S)N(CCC(=O)Nc3ccc(C(=O)O)cc3)C2=O)cc(OC)c1OC,.,0.2%,-19%,.,1.4,63,.,0.3%,6%,-22%

# Carrying on.
SMILES,TNAP activators,KOR beta-arrestin-1,NOD1 NF-kB reporter,Yfh1-off respiration,NTR1 agonist,NTR1 agonist cell count 20 µM,ER stress rescue,GPR55 activation,HEK293 NOD2/NF-kB,KOR beta-arrestin-2
O=C(Nc1ccccc1Cl)c1ccccc1,1,-1.2%,-14%,i,-0.8,52,0.7%,-0.3%,-22%,0%
COc1ccc(-n2ncc3c(NCCCn4ccnc4)ncnc32)cc1,1.1,1.4%,-24%,i,-1.4,92,-1.7%,0.4%,-8%,-10%
N#Cc1nc(COc2ccc(Cl)cc2)oc1N1CCCC1,1.1,-5.9%,-4%,i,0.5,60,1.6%,-0.2%,-7%,13%
Cc1ccc(OCC(=O)Nc2cc(S(=O)(=O)N3CCCCC3)ccc2C)c([N+](=O)[O-])n1,1,-1.8%,-18%,i,2.2,60,-1.0%,-0.2%,13%,-13%
CCN(CC)c1ccc(-c2c(C#N)c(N)nc(OC)c2C#N)cc1,1.1,-2.2%,-7%,i,12,74,-2.0%,0.0%,6%,12%
O=C(NC1CCCCC1)c1cc2nc3c(c(C(F)(F)F)n2n1)CCCC3,1,-2.2%,-47%,i,0.6,54,.,-0.1%,-66%,-43%
CC(C)NC(=O)COC(=O)c1cc(Br)ccc1Cl,1,-2.1%,-19%,i,0.3,46,-0.4%,?,-8%,21%
COc1cccc(C(=O)NC2CC3CCC(C2)N3Cc2ccccc2)c1 (stereo not drawn),.,-0.9%,48%,.,2.2,73,.,-0.2%,-6%,-39%[20 µM]
CCOC(=O)C1CCN(S(=O)(=O)c2ccc3c(c2)N(C(C)=O)CCO3)CC1,.,-5.2%,-22%,.,-0.3,58,.,-0.1%,8%,-15%
O=c1[nH]nc(Cc2ccc(Cl)cc2)c2ccccc12,1,-0.7%,-20%,i,0.7,75,-1.8%,0.6%,12%,8%
COc1ccc2c3c(cccc13)N(C)N=C2C,1.1,-0.7%,-20%,.,0.1,59,0.7%,0.0%,15%,10%
CC(C)(C)NC[C@H](O)COc1nsnc1N1CCOCC1,1.1,-1.9%,-20%,i,1.5&-0.8,64&39,8.2%,-0.1%,18%,13%
COc1ccccc1OCCNC(=O)c1cc(=O)[nH]c2ccccc12,.,1.1%,-3%,i,0.5,65,.,0.4%,10%,-30%
CCCCCC(=O)Nc1nnn(CCC)n1,1.1,-9.6%,-6%,i,0.4,61,-1.1%,-0.2%,-9%,-3%
Cc1ccc(OCCSc2cc(C)nc(N)n2)cc1,1.2,-1.8%,-26%,i,2.2,36,1.2%,-0.2%,11%,1%
CC1CCN(S(=O)(=O)c2ccc(NC(=O)c3cccs3)cc2)CC1,1.2,-2.9%,42%,i,0.5,45,2.6%,0.2%,3%,16%
CCOC(=O)NC1Cc2ccccc2C1Sc1ccccn1 (stereo not drawn),.,-4.0%,8%,.,0.0,83,.,0.0%,-3%,.
COc1ccc2nc(N=Nc3ccc(N(C)C)cc3)sc2c1,0.7,-0.9%,23%,.,.,.,-9.9%,0.0%,-159%,16%
CCS(=O)(=O)N1CCN(c2ccc([N+](=O)[O-])c(NC(C)c3ccccc3)c2)CC1 (stereo not drawn),0.9,4.9%,8%,i,-0.6,51,-1.8%,0.5%,10%,-2%
NC(=O)c1ccccc1NC(=O)CN1CCOCC1,1,3.0%,13%,i,1.8,95,-1.9%,0.2%,-5%,-5%
CC(C)CCNC(=O)C(Cc1ccccc1)NS(=O)(=O)c1ccc2c(c1)c(=O)n(C)c(=O)n2C (stereo not drawn),1.2,3.6%,7%,i,2.6,94,-0.4%,-0.1%,16%,4%
CCOc1ccc(C(=O)NC(=S)Nc2ccc(N3CCOCC3)c(Cl)c2)cc1[N+](=O)[O-],1,0.4%,-14%,i,2.6,55,0.6%,0.0%,32%,-18%
O=C(NCCOc1nc(N2CCCCC2)nc(N2CCOCC2)n1)Nc1ccccc1,1.1,2.3%,20%,i,-0.4,54,-3.2%,0.3%,0%,-40%
CCOCc1nnc(NC(=O)c2cccc(OC)c2)s1,1,.,-28%,i,3.0,33,-0.4%,1.1%,0%,-5%[20 µM]
Cc1ccnc2nc(C(=O)N3CCN(c4ccc(F)cc4)CC3)nn12,1.2,-7.5%,-1%,i,0.7,73,-0.4%,0.2%,14%,-2%
Cc1ccc(NC(=O)c2ccccn2)cc1S(=O)(=O)N1CCOCC1,1.2,0.1%,-19%,i,-1.1,60,.,0.7%,16%,-21%
CCn1c(/C=N/n2cnnc2)nc2ccccc21,1.1,1.4%,0%,i,-1.1,46,1.5%,0.6%,-2%,28%
CCc1nnc(NC(=O)CSc2nncc(=O)n2N)s1,.,3.4%,-24%,.,-0.5,77,.,-0.1%,0%,-9%
